Source: PubChem (The Scripps Research Institute Molecular Screening Center)
phage Ecoli inh: growth loss of phage-infected E. coli, primary screen, RecBCD inhibitor project, absorbance, with phage, HTS. inhibition, % at 11.9 µM. actives 0.26% (n = 360,000). AID 651602, 2012; in the data active means inhibition above about 11%
Active calls of the source: *. An excerpt; the hit share may differ from the screen's.

SMILES	phage Ecoli inh
OC(c1cccc(Cl)c1)c1nc(-c2ccccc2)cs1 (stereo unspecified)	1.6
CC(C)CNC(=O)C1(C)CCCN1C(=O)CSc1ccccc1 (stereo unspecified)	0.2
c1ccc2c(c1)ncn2-c1cncnc1	4.2
CC1(C(=O)NS(=O)(=O)c2ccc(Br)cc2)CCN1C(=O)Cc1cccs1 (stereo unspecified)	3.0
CCCCNC(=O)C[C@@H]1C[C@@]2(C(=O)OCC)CCC=C2N(Cc2ccc(Cl)cc2Cl)C1=O	1.0
CCC(=O)N1CCC1(C)C(=O)Nc1cccc(OC)c1OC (stereo unspecified)	2.2
COCCNC(=O)C1(C)CCCN(Cc2ccc3ccccc3c2Br)C1 (stereo unspecified)	-1.8
CCOC(=O)c1cc2cc(OC)ccc2n1C1CCN(C)CC1	3.8
Cc1cccc(C(=O)N2CCC(=O)N([C@H](COCc3ccccc3)Cc3ccccc3)CC2)c1	1.3
COCCNC(=O)C1(C)Cc2c(-c3ccc(N(C)C)cc3)ccnc2O1 (stereo unspecified)	1.2
COc1cccc(S(=O)(=O)Nc2ccc(C(O)(C(F)(F)F)C(F)(F)F)cc2)c1	0.1
CCNC(=O)C1(C)CCN(C(=O)c2cccc(C#N)c2)C1 (stereo unspecified)	0.5
COC(=O)c1ccc2cc(C)cc(C)c2n1	2.6
CC(O)(c1ccc(F)c(F)c1)c1nc(-c2ccccc2)cs1 (stereo unspecified)	4.0
Cc1cc(C)n2c(NC3CCCC3)c(-c3ccc(F)cc3)nc2n1	3.1
Cc1ccccc1-c1cc2nc(NCCN3CCCC3)n(C)c(=O)c2s1	2.8
COC(=O)c1ccc(CN2C(=O)[C@]3(OCCC=C[C@H]3C)c3cc(OC)ccc32)cc1	1.9
CCc1cc(=O)oc2cc(OC(C)C(=O)N3CC[C@@]4(O)CCCC[C@H]4C3)ccc12 (stereo partly specified)	3.4
CCCCC(=O)N(C)c1c(C)nc2ccc(C(=O)N3CCN(S(=O)(=O)CC)CC3)cn12	2.1
COc1ccc(CCNC(=O)c2cc([C@@H](NC(=O)OC(C)(C)C)C(C)C)sc2N)cc1OC	1.1
COc1ccc(NC(=O)c2cc(-c3ccc(F)cc3OC(C)C)n[nH]2)c(OC)c1	2.9
O=C(Nc1cccc(C(F)(F)F)c1)c1ccc2sc([C@H]3C[C@H](O)[C@@H](CO)O3)nc2c1	0.7
Cc1cccc(-c2noc(-c3csc([C@@H]4C[C@H](O)[C@@H](CO)O4)n3)n2)c1	2.1
CC1=C(C(=O)N(C(C)C)C(C)C)CC(CC(=O)NC(c2ccccc2)c2ccccc2)C(=O)N1Cc1ccc(F)cc1 (stereo unspecified)	4.1
COCc1cn(CC(=O)c2sc(NC(=O)C(C)(C)C)nc2C)nn1	2.3
COC(=O)c1ccc(N2C(c3cc(OC)cc(OC)c3)=Cc3ccc(-c4cnc(OC)nc4)cc3C2CC(=O)C2CC2)cc1 (stereo unspecified)	2.9
Cn1ccc2c(-c3cccnc3)cc3c(c21)C1CCC3C1 (stereo unspecified)	2.4
Cc1ccc(-c2nc3c4ccccc4ccn3c2CC2CCCCC2)cc1	-1.0
CCNC(=O)C1(C)CCN(C(=O)c2c(F)cccc2F)C1 (stereo unspecified)	1.9
Cc1ccc(CN2CC(N3CCN(Cc4cccc(C)c4)CC3)CS2(=O)=O)cc1 (stereo unspecified)	1.6
COc1cc(CNc2ncnc3c2ncn3[C@H]2CN(Cc3ccc(Cl)cc3)C[C@@H](CO)O2)cc(OC)c1OC	3.3
Cc1cccc(CN2CCN(C3CN(Cc4cn(Cc5ccc(Cl)cc5)nn4)S(=O)(=O)C3)CC2)c1 (stereo unspecified)	-0.5
CCNC(=O)C1(C)CCN(C(=O)c2ccc(OC(F)F)cc2)C1 (stereo unspecified)	1.0
CCNC(=O)C1(C)CCN(Cc2ccccc2-c2ccccc2)C1 (stereo unspecified)	-0.3
COc1ccccc1CNc1nc(NCc2cccc(OC)c2OC)c2sccc2n1	3.0
Cc1cc(F)ccc1C(O)c1ncc(-c2ccccc2C(F)(F)F)[nH]1 (stereo unspecified)	2.0
Cn1c(=O)c2cc(NC(=O)Cc3ccccc3F)ccc2n1Cc1ccc(Cl)cc1	-0.2
CN(Cc1ccc(Cl)cc1)C(C(=O)NC1CCCCC1)c1cc2ccccc2o1 (stereo unspecified)	2.9
COCCN1C(=O)CCC1(C)C(=O)Nc1ccc2ccccc2c1 (stereo unspecified)	1.9
Nc1[nH]c(C(=O)c2ccccc2)c(-c2ccc(Br)cc2)c1C(=O)NC1CC1	0.2
O=C(NCc1ccccc1)C(c1ccccc1)n1c(-c2ccncc2)nc2ccccc21 (stereo unspecified)	-0.6
COc1ccc(NC(=O)C2(C)CCN2CC2CCCCC2)cc1OC (stereo unspecified)	8.1
CC(C)NC(=O)C1(C)CSCC(=O)N1CCOc1ccccc1 (stereo unspecified)	0.9
O=C(Nc1cccc(OC(F)(F)F)c1)C1Cc2c(-c3ccc(Cl)cc3)ccnc2O1 (stereo unspecified)	1.2
Cc1ccc(NC(=O)OCCN(C)C(=O)Nc2ccc(C)cc2C)c(C)c1	4.2
Cc1cc(NC(=O)c2csc([C@@H]3O[C@H](CO)[C@H](O)[C@H](O)[C@H]3O)n2)n(C)n1	3.7
Cc1ccc(NC(=O)C2(C)CCN2C(=O)CCC2CCCC2)cc1C (stereo unspecified)	2.8
COc1ccc(-c2cnc3c(NC(C)=O)cc(-c4cccc(NS(C)(=O)=O)c4)cn23)cc1OC	2.2
O=C(NCc1ccc(F)cc1)Nc1nnc([C@H]2C[C@H](O)[C@@H](CO)O2)s1	0.6
Cc1ccccc1C(=O)N[C@@H](Cc1cccnc1)C(=O)N1CCC[C@H]1C(=O)NC1CCCC1	2.2
CS(=O)(=O)N1Cc2cc(C(=O)NCC3CC3)nc(-c3cccc(-c4cccnc4)c3)c2[C@H]1CCO	0.2
COC(=O)C1=C(C)N(Cc2ccc(C(F)(F)F)cc2)C(=NCc2ccc(C(F)(F)F)cc2)NC1c1ccccc1 (stereo unspecified)	5.4
Cc1ccc(-c2cnc(C(O)c3c(C)cccc3C)[nH]2)cc1 (stereo unspecified)	5.5
Nc1nc2c(ncn2[C@@H]2O[C@H](C(=O)N[C@H](Cc3ccccc3)C(=O)NCc3ccc4c(c3)OCO4)[C@@H](O)[C@H]2O)c(=O)[nH]1	0.5
CCOC(=O)C1=C(C(=O)OCC)C2N(Cc3ccc(C#N)cc3)c3ccccc3[C@@]23C[C@@H](C(=O)OC)N(S(=O)(=O)c2ccc(C)cc2)C3=N1 (stereo partly specified)	-1.9
CC(=O)Nc1ccc(-c2ccnc3c2CC(C(=O)NCc2ccco2)O3)cc1 (stereo unspecified)	1.0
O=C(CC[C@H]1O[C@@H](n2cnc3c(NC(=O)c4ccccc4)ncnc32)[C@H](O)[C@@H]1O)NCCCN1CCOCC1	7.2
CS(=O)(=O)c1ccc(Nc2nc(C(N)Cc3ccc(F)cc3)cs2)cc1 (stereo unspecified)	3.5
CCCCn1nnnc1C(c1cccs1)N1CCN(C/C=C/c2ccccc2)CC1 (stereo unspecified)	4.8
Cc1nn(-c2ccccc2)c(-c2ccccc2[N+](=O)[O-])c1CC#N	2.5

Look-ups from the entries so far.
`Cc1ccc(NC(=O)C2(C)CCN2C(=O)CCC2CCCC2)cc1C` (stereo unspecified) @ phage Ecoli inh = 2.8
`CCOC(=O)C1=C(C(=O)OCC)C2N(Cc3ccc(C#N)cc3)c3ccccc3[C@@]23C[C@@H](C(=O)OC)N(S(=O)(=O)c2ccc(C)cc2)C3=N1` (stereo partly specified) @ phage Ecoli inh = -1.9

Returning to the listing, starting 5 compounds before the break.
SMILES	phage Ecoli inh
CC(=O)Nc1ccc(-c2ccnc3c2CC(C(=O)NCc2ccco2)O3)cc1 (stereo unspecified)	1.0
O=C(CC[C@H]1O[C@@H](n2cnc3c(NC(=O)c4ccccc4)ncnc32)[C@H](O)[C@@H]1O)NCCCN1CCOCC1	7.2
CS(=O)(=O)c1ccc(Nc2nc(C(N)Cc3ccc(F)cc3)cs2)cc1 (stereo unspecified)	3.5
CCCCn1nnnc1C(c1cccs1)N1CCN(C/C=C/c2ccccc2)CC1 (stereo unspecified)	4.8
Cc1nn(-c2ccccc2)c(-c2ccccc2[N+](=O)[O-])c1CC#N	2.5
COC(=O)[C@H](Cc1ccccc1)NC(=O)/C=C/[C@H]1O[C@@H](n2cc(C)c(=O)[nH]c2=O)C[C@@H]1O	3.6
CCCCNc1nc(NCc2ccccc2)nc2ccccc12	2.3
O=C(NC1CCCCC1)C1c2ccccc2OCC(=O)N1Cc1ccccn1 (stereo unspecified)	3.1
CC(C)(C)n1c(O)c2n(c1=O)Cc1ccccc1N=C2c1ccccc1	3.7
CN(Cc1ccccc1)C(=O)[C@@H]1CCCN1C(=O)[C@@H]1CCCN1C(=O)c1cccs1	3.8
CCNC(=S)Nc1ccc2c(c1)c(=O)n(C)n2CC=C(C)C	3.3
O=C(Nc1ccc(Oc2ccccc2)nc1)[C@H]1O[C@@H](n2ccc(=O)[nH]c2=O)[C@H](O)[C@@H]1O	1.2
c1ccc(CN2CCCC3CC2c2ccccc23)cc1 (stereo unspecified)	3.2
CC1(C(=O)Nc2cccc(Oc3ccccc3)c2)CCN1Cc1ccccc1OC(F)F (stereo unspecified)	1.4
Cc1ccccc1S(=O)(=O)NC(=O)C1(C)CCN1C(=O)CC1CCCCC1 (stereo unspecified)	0.8
CCCS(=O)(=O)NC(=O)C1(C)CCCN(C(=O)c2cc(C)on2)C1 (stereo unspecified)	3.6
COC(=O)[C@@]1(Cc2ccc(F)cc2)[C@H]2c3cc(C(=O)N4CCCC4)n(Cc4cc(F)cc5c4OCOC5)c3C[C@H]2CN1C(=O)c1ccccc1	2.5
CN1CCN(c2ccc(CNC[C@H]3O[C@@H](n4cnc5c(=O)[nH]c(N)nc54)[C@H](O)[C@@H]3O)c(S(C)(=O)=O)c2)CC1	4.9
CCOc1cc(OCC)cc(C(=O)N2CCC[C@@H]2C(=O)N2CCC[C@@H]2C(=O)NCc2cccc(OC)c2)c1	3.5
CC1=C(C(=O)N2CCOCC2)CC(CC(=O)NCC2CCCCC2)C(=O)N1Cc1ccc(C(C)(C)C)cc1 (stereo unspecified)	2.6
O=C1CCc2cc(S(=O)(=O)Nc3cccc(Cl)c3)ccc2N1	2.5
NC(=O)c1cccc(-c2cccc3nccn23)c1	3.2
Nc1[nH]c(C(=O)c2ccc(Br)cc2)c(-c2ccncc2)c1C(=O)NCCc1c[nH]c2ccccc12	1.9
COC(=O)C1(F)C(=O)NC(=O)NC1OC (stereo unspecified)	23*
CCCCCc1c(Cc2ccccc2)ncn1CCc1ccccc1OC	-2.3
CN1CCN2c3ccccc3CC(C#N)(C#N)C2C1 (stereo unspecified)	-0.6
O=C(Nc1ccc2c(c1)OCO2)c1cc(C2CCCCN2C(=O)c2ccc3ccccc3c2)on1 (stereo unspecified)	0.0
COc1ccc(-c2cnc3c(NC(C)=O)cc(-c4cccc(C(=O)NCCN(C)C)c4)cn23)cc1OC	0.3
Cc1ccc(S(=O)(=O)NC(=O)C2(C)CCN2C(=O)Cc2cccs2)nc1 (stereo unspecified)	2.4
CN1OC[C@@H]2CN[C@H](c3ccc(-n4ccnc4)cc3)C[C@@H]21	3.0
COc1ccc(NC(=O)C2(C)Cc3c(-c4cccc(C(N)=O)c4)ccnc3O2)cn1 (stereo unspecified)	0.5
CC(C)(C)NC(=O)C1(C)CCC(=O)N1C1CC1 (stereo unspecified)	2.6
COc1ccc2cc(C3CC=C(COC(C)=O)CN3S(=O)(=O)c3ccccc3[N+](=O)[O-])n(C(=O)OC(C)(C)C)c2c1 (stereo unspecified)	4.5
O=S1(=O)N[C@H](Cc2ccccc2)COc2cccc(N3CCSCC3)c21	3.3
O=c1[nH]c(=S)[nH]c2c1C(C1CCCCC1)OC(C1CCCCC1)C2 (stereo unspecified)	2.1
CCOC(=O)Cn1c(=O)c2c(nc3n2CCN3c2ccc(C)cc2)n(C)c1=O	4.0
Cc1ccc(S(=O)(=O)NCc2ccccc2NS(=O)(=O)c2ccc(C)cc2)cc1	2.5
COc1cc(C(=O)NC2CCCCN(C)C2=O)cc(OC)c1OC (stereo unspecified)	1.7
C[C@H]1Cn2cnc(C(=O)N3CCN(c4ccccc4)CC3)c2C(=O)N1	-1.8
O=C(Nc1ccccc1Cl)c1cc(C2CCCCN2C(=O)c2cccs2)on1 (stereo unspecified)	2.2
CCOC(=O)C1=CCN(S(=O)(=O)c2ccccc2F)C1c1ccc(Cl)c(Cl)c1 (stereo unspecified)	3.7
CC1(C(=O)NS(=O)(=O)c2ccc(F)cc2F)CCN1C(=O)CC1CCCCC1 (stereo unspecified)	0.9
CC(C)(C)n1nnnc1C(c1ccccc1)N1CCN(C(=O)C2CCCO2)CC1 (stereo unspecified)	0.9
COCCNC(=O)C1(C)CCCN(C(=O)c2ccc(C(F)(F)F)cc2)C1 (stereo unspecified)	2.2
CC(C)C[C@H](NC(=O)CC1CCCC1)C(=O)N1CCC[C@H]1C(=O)NCc1ccccc1	-1.6
Cc1cccc(C)c1NC(=O)C(c1cccc(F)c1)N1CCN(C)CC1 (stereo unspecified)	-0.8
CN(C)Cc1csc(NC(=O)Nc2ccccc2C(C)(C)C)n1	-1.6
CCCN1C(=O)c2[nH]nc(-c3ccccc3)c2C1c1ccc(C)cc1 (stereo unspecified)	1.6
CN(CCc1ccccc1)C(C(=O)Nc1ccc2c(c1)OCCO2)c1ccnc2ccccc12 (stereo unspecified)	3.7
CC1(C(=O)Nc2ccc(F)cc2F)CCN1C(=O)CCC1CCCC1 (stereo unspecified)	-2.3
Cn1c(N)c(C(=O)CCc2ccccc2)c(=O)n(C)c1=O	3.2
N#Cc1[nH]nc2nc[nH]c(=O)c12	4.2

As a working copy, 3 of the compounds above.
SMILES	phage Ecoli inh
CN(CCc1ccccc1)C(C(=O)Nc1ccc2c(c1)OCCO2)c1ccnc2ccccc12 (stereo unspecified)	3.7
CC1(C(=O)Nc2ccc(F)cc2F)CCN1C(=O)CCC1CCCC1 (stereo unspecified)	-2.3
Cn1c(N)c(C(=O)CCc2ccccc2)c(=O)n(C)c1=O	3.2
